HIV peptide binding – inhibitors of HIV fusion peptide binding, primary screen, biochemical, uHTS, fluorescence dequenching (AID 1986). cell-free peptide binding, fluorescence dequenching, 30 min; higher % means a stronger effect. hit rate 0.3% among 290,000. inhibition, % at 20 µM, or IC50 in µM where a hit was titrated; in the data active = inhibition mostly above about 52%, no sharp cut-off; inactive = mostly below about 76%; also: some results filed as inactive read as strong as hits
GPR35 arrestin U2OS – inhibition of zaprinast-stimulated GPR35 beta-arrestin translocation – imaging, U2OS, beta-arrestin-GFP, zaprinast agonist, primary screen (AID 2058). hit rate 0.052% among 290,000. U2OS GPR35 beta-arrestin-GFP translocation imaging, zaprinast antagonism; higher % means a stronger effect. inhibition, % at 10 µM; hits with a dose series show IC50 in µM;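 active = inhibition of at least 50% with at least 30 cells and total cytoplasm GFP at most 10,000,000; inconclusive = under 30 cells or total GFP of 10,000,000 plus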
NOD1 inhibition – inhibition of NOD1-driven NF-kB reporter – cell-based, luminescence, uHTS, primary screen (AID 1578) | NOD1-driven NF-kB luciferase reporter cells, luminescence; higher % means a stronger effect | hit rate 1% among 290,000 | inhibition, % at 4 µM, or EC50 in µM where a hit was titrated; in the data active = inhibition mostly above about 36%, no sharp cut-off; inactive = mostly below about 34%;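 also: HEK-293T reporter cells stimulated with the NOD1 agonist gamma-tri-DAP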
KOR beta-arrestin-1 – kappa opioid receptor activators – cell-based, luminescence, uHTS, primary screen (AID 1777). KOR beta-arrestin recruitment, luminescence; higher % means a stronger effect. activation, % at 10 µM; hits with a dose series show EC50 in µM. hit rate 0.02% among 280,000; in the data active = activation above about 50%, passing the limit was not always enough; also: a part of the inactive calls stands beside numbers as strong as those of hits
KOR beta-arrestin-2 – KOR antagonists, beta-arrestin recruitment, cell-based, luminescence, uHTS (AID 1778); hit rate 0.091% among 290,000; one-dose inhibition, % at 10 µM; IC50 in µM for titrated hits; KOR beta-arrestin recruitment, luminescence, antagonist mode; higher % means a stronger effect; also: strong numbers were not always called active
NOD2 inhibition – NOD2 signaling inhibitors, cell-based, luminescence, uHTS, HEK293 (AID 1566); HEK293 NOD2/NF-kB luciferase reporter, luminescence; higher % means a stronger effect; inhibition, % at 4 µM; hits with a dose series show EC50 in µM; hit rate 0.63% among 290,000; also: many of its hits are not listed in these tables
Myeloid diff MLP – promotes myeloid progenitor differentiation. hit rate 1% among 360,000. calls only at 10 µM. AID 624256. ER-HoxA9 myeloid progenitors, lysozyme-GFP differentiation, flow cytometry;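 active = normalized GFP-positive differentiation at or above the plate's own cutoff, the solvent-only control mean plus 3 SD; inconclusive = no clear call, values can overlap the other calls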;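 also: cells exposed to compound for four days before flow analysis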
GPR55 LPI antagonism – inhibition of LPI-stimulated GPR55 beta-arrestin translocation – imaging, U2OS, beta-arrestin-GFP, LPI agonist, primary screen (AID 2013); U2OS GPR55 beta-arrestin-GFP translocation imaging, LPI antagonism; higher % means a stronger effect; inhibition, % at 10 µM; hits with a dose series show IC50 in µM; hit rate 0.13% among 290,000;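 active = spots per cell inhibited over 60%, with over 100 cells counted and total cytoplasm intensity under 500,000; inconclusive = wells with under 100 cells, flagged as likely toxic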;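 also: U2OS cells stably carrying GPR55 and arrestin-GFP stimulated by 5 µM LPI near EC80; imaged beta-arrestin-GFP aggregate spots per cell after agonist stimulation; plate controls were LPI-stimulated DMSO wells for no effect and DMSO wells without LPI for full effect; some results filed as inactive read as strong as hits; confirmed hits need IC50 under 10 µM and bright autofluorescent wells are also inconclusive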
GPR55 activation – GPR55 agonists via beta-arrestin recruitment, primary screen, imaging, U2OS cells, beta-arrestin-GFP redistribution (AID 1961); U2OS GPR55 beta-arrestin-GFP redistribution imaging; higher % means a stronger effect; activation, % at 10 µM; hits with a dose series show EC50 in µM; hit rate 0.048% among 290,000;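 active = activation above 40% with more than 50 cells counted in the well; inconclusive = wells holding fewer than 50 cells, flagged as toxic or sparse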;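 also: U2OS osteosarcoma cells stably expressing GPR55 and beta-arrestin-GFP; plate controls were DMSO negative control for no effect and LPI positive control for full effect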
Myeloid diff MLP GFP+ MAC1+ % – second read-out of Myeloid diff MLP, no call of its own (marks repeat the call); GFP+ MAC1+ double positive, %; measured here: differentiation confirmed by MAC1 staining
An asterisk follows results filed as active. Rule as the data show it, unless noted: active = inhibition above about 50%; inactive = the rest. An excerpt; count on the stated rates, not on these rows.

What do the screens show for `Cc1nn(-c2cccc(Cl)c2)c(Cl)c1/C=N/NC(=O)c1cccnc1`?
HIV peptide binding: 3.5%; GPR35 arrestin U2OS: 0.3%; NOD1 inhibition: -22.2%; KOR beta-arrestin-1: 3.0%; KOR beta-arrestin-2: 19.8%; NOD2 inhibition: -8.7%; Myeloid diff MLP: inactive; GPR55 LPI antagonism: 1.3%; GPR55 activation: 0.4%; Myeloid diff MLP GFP+ MAC1+ %: 0.5

Results for COc1ccc(NC(=S)NC(=O)C2CCC2)cc1 ?
HIV peptide binding: -0.2%; GPR35 arrestin U2OS: 16.1%; NOD1 inhibition: -36.4%; KOR beta-arrestin-1: 0.6%; KOR beta-arrestin-2: -13.5%; NOD2 inhibition: -3.6%; Myeloid diff MLP: inactive; GPR55 LPI antagonism: -7.3%; GPR55 activation: 0.3%; Myeloid diff MLP GFP+ MAC1+ %: 0.0

How did Cc1cccc(NC(=O)c2cccc3c2-c2ccccc2C3=O)n1 do in these assays?
HIV peptide binding: 0.1%; GPR35 arrestin U2OS: -10.1%; NOD1 inhibition: -36.1%; KOR beta-arrestin-1: -4.7%; KOR beta-arrestin-2: 10.2%; NOD2 inhibition: -17.8%; Myeloid diff MLP: inactive; GPR55 LPI antagonism: -9.9%; GPR55 activation: -0.2%; Myeloid diff MLP GFP+ MAC1+ %: 0.1

What do the screens show for `Cc1ccc2oc(=O)c3cc(C(=O)NCCCN4CCCC(C)C4)sc3c2c1` (stereo unspecified)?
HIV peptide binding: -2.2%; GPR35 arrestin U2OS: 20.3%; NOD1 inhibition: -11.6%; KOR beta-arrestin-1: -1.7%; KOR beta-arrestin-2: 10.6%; NOD2 inhibition: 11.3%; Myeloid diff MLP: inconclusive; GPR55 LPI antagonism: 4.1%; GPR55 activation: -0.2%

What do the screens show for `CCOC(=O)c1ccc(NC(=O)CCc2nnc3ccc(N4CCCC4)nn23)cc1`?
HIV peptide binding: 0.2%; GPR35 arrestin U2OS: -5.9%; NOD1 inhibition: 12.4%; KOR beta-arrestin-1: 3.2%; KOR beta-arrestin-2: -14.6%; NOD2 inhibition: 19.5%; Myeloid diff MLP: inactive; GPR55 LPI antagonism: -6.9%; GPR55 activation: -0.1%; Myeloid diff MLP GFP+ MAC1+ %: 2.8

Results for Cc1cc2ccccc2n1CCNC(=O)C1CCCCC1 ?
HIV peptide binding: 7.7%; GPR35 arrestin U2OS: 6.2%; NOD1 inhibition: -5.1%; KOR beta-arrestin-1: -1.2%; KOR beta-arrestin-2: -36.1%; NOD2 inhibition: 7.8%; Myeloid diff MLP: inactive; GPR55 LPI antagonism: 4.3%; GPR55 activation: 0.4%; Myeloid diff MLP GFP+ MAC1+ %: 3.2

How did CCOC(=O)c1cc(-c2csc(COc3ccc(Cl)cc3)n2)on1 do in these assays?
HIV peptide binding: -1.4%; GPR35 arrestin U2OS: 5.1%; NOD1 inhibition: -10.6%; KOR beta-arrestin-1: -0.2%; KOR beta-arrestin-2: 7.7%; NOD2 inhibition: 5.6%; Myeloid diff MLP: inactive; GPR55 LPI antagonism: 3.4%; GPR55 activation: 0.2%; Myeloid diff MLP GFP+ MAC1+ %: 0.4

How did Nc1nnc(Sc2ncccc2[N+](=O)[O-])s1 do in these assays?
HIV peptide binding: 2.3%; GPR35 arrestin U2OS: 7.1%; NOD1 inhibition: -18.1%; KOR beta-arrestin-1: -3.2%; KOR beta-arrestin-2: -4.5%; NOD2 inhibition: 13.3%; Myeloid diff MLP: inactive; GPR55 LPI antagonism: 3.9%; GPR55 activation: 0.5%; Myeloid diff MLP GFP+ MAC1+ %: 0.3

What do the screens show for `Cc1ccc2nc(-c3ccncc3)cc(C(=O)NCc3ccccc3F)c2c1`?
HIV peptide binding: 1.5%; GPR35 arrestin U2OS: 7.4%; NOD1 inhibition: -29.7%; KOR beta-arrestin-1: 1.8%; KOR beta-arrestin-2: -25.1%; NOD2 inhibition: 7.5%; Myeloid diff MLP: inactive; GPR55 LPI antagonism: 10.3%; GPR55 activation: -0.1%; Myeloid diff MLP GFP+ MAC1+ %: 0.7

What do the screens show for `CC(C)=CCC/C(C)=C/C=N/NC(=O)c1ccc([N+](=O)[O-])cc1`?
HIV peptide binding: -2.4%; GPR35 arrestin U2OS: -3.1%; NOD1 inhibition: 17.9%; KOR beta-arrestin-1: 0.6%; KOR beta-arrestin-2: 33.3%; NOD2 inhibition: 9.9%; Myeloid diff MLP: inactive; GPR55 LPI antagonism: -13.3%; GPR55 activation: -0.6%; Myeloid diff MLP GFP+ MAC1+ %: 0.4

Results for O=C(NCc1ccc(F)cc1)Nc1cccc(Cl)c1 ?
HIV peptide binding: 1.9%; GPR35 arrestin U2OS: -0.6%; NOD1 inhibition: -50.3%; KOR beta-arrestin-1: 1.7%; KOR beta-arrestin-2: -21.1%; NOD2 inhibition: -38.1%; Myeloid diff MLP: inactive; GPR55 LPI antagonism: -2.2%; GPR55 activation: -0.8%; Myeloid diff MLP GFP+ MAC1+ %: 0.3

Results for CCc1ccc(NC(=O)C2CCN(S(=O)(=O)c3cccs3)CC2)cc1 ?
HIV peptide binding: 0.3%; GPR35 arrestin U2OS: -10.8%; NOD1 inhibition: 11.6%; KOR beta-arrestin-1: 4.1%; KOR beta-arrestin-2: -29.8%; NOD2 inhibition: -7.0%; Myeloid diff MLP: inactive; GPR55 LPI antagonism: -3.0%; GPR55 activation: 0.1%; Myeloid diff MLP GFP+ MAC1+ %: 4.2

Results for CCC(=O)N1CCc2cc(S(=O)(=O)CCC(=O)Nc3ccc(CC)cc3)ccc21 ?
HIV peptide binding: 2.3%; GPR35 arrestin U2OS: 2.1%; NOD1 inhibition: -15.9%; KOR beta-arrestin-1: -1.7%; KOR beta-arrestin-2: 5.1%; NOD2 inhibition: 10.6%; Myeloid diff MLP: inactive; GPR55 LPI antagonism: 3.6%; GPR55 activation: 0.1%; Myeloid diff MLP GFP+ MAC1+ %: 1.0

How did CCN1CCN(C(=O)CCCn2c(C)c3cnn(-c4ccccc4)c(=O)c3c2C)CC1 do in these assays?
HIV peptide binding: 1.4%; GPR35 arrestin U2OS: -6.1%; NOD1 inhibition: -18.6%; KOR beta-arrestin-1: -6.4%; KOR beta-arrestin-2: 11.6%; NOD2 inhibition: 16.4%; Myeloid diff MLP: inactive; GPR55 LPI antagonism: 12.3%; GPR55 activation: -0.2%; Myeloid diff MLP GFP+ MAC1+ %: 3.6

What do the screens show for `COc1ccc(Nc2nc(-c3sc(N)nc3C)cs2)cc1`?
HIV peptide binding: 9.3%; GPR35 arrestin U2OS: 16.9%; NOD1 inhibition: -36.9%; KOR beta-arrestin-1: -6.7%; KOR beta-arrestin-2: 19.3%; NOD2 inhibition: -9.9%; Myeloid diff MLP: inactive; GPR55 LPI antagonism: 3.3%; GPR55 activation: -0.1%; Myeloid diff MLP GFP+ MAC1+ %: 0.4

Results for NS(=O)(=O)c1ccc(CCNC(=O)C2CCCN(S(=O)(=O)c3cccnc3)C2)cc1 (stereo unspecified) ?
HIV peptide binding: 1.7%; GPR35 arrestin U2OS: 9.9%; NOD1 inhibition: -1.1%; KOR beta-arrestin-1: 3.9%; KOR beta-arrestin-2: 30.2%; NOD2 inhibition: 14.2%; Myeloid diff MLP: inactive; GPR55 LPI antagonism: 1.9%; GPR55 activation: -0.2%; Myeloid diff MLP GFP+ MAC1+ %: 0.8

Results for O=C(Nc1cccc(N=Cc2cc(Br)cc(Br)c2O)c1)c1ccco1 ?
HIV peptide binding: 58.4%; GPR35 arrestin U2OS: -14.8%; NOD1 inhibition: 38.5%; KOR beta-arrestin-1: 1.4%; KOR beta-arrestin-2: -4.6%; NOD2 inhibition: 8.8%; Myeloid diff MLP: inactive; GPR55 LPI antagonism: 9.6%; GPR55 activation: -0.3%; Myeloid diff MLP GFP+ MAC1+ %: 0.5

What do the screens show for `Cc1ccc(OC(C)C(=O)N/N=C/c2ccccn2)cc1` (stereo unspecified)?
HIV peptide binding: -1.4%; GPR35 arrestin U2OS: -5.8%; NOD1 inhibition: -26.1%; KOR beta-arrestin-1: -1.7%; KOR beta-arrestin-2: 6.5%; NOD2 inhibition: 18.8%; Myeloid diff MLP: inactive; GPR55 LPI antagonism: 7.3%; GPR55 activation: 0.2%; Myeloid diff MLP GFP+ MAC1+ %: 0.1

Results for CN(C(=O)c1ccccn1)c1nnc(-c2cnccn2)s1 ?
HIV peptide binding: -1.6%; GPR35 arrestin U2OS: 5.1%; NOD1 inhibition: 17.7%; KOR beta-arrestin-1: -4.9%; KOR beta-arrestin-2: 10.1%; NOD2 inhibition: -3.5%; Myeloid diff MLP: inactive; GPR55 LPI antagonism: 7.1%; GPR55 activation: 0.2%; Myeloid diff MLP GFP+ MAC1+ %: 2.0

Results for COc1cc(/C=N/NC(=S)Nc2cccc(C(=O)O)c2)ccc1O ?
HIV peptide binding: 6.3%; GPR35 arrestin U2OS: 15.6%; NOD1 inhibition: 9.0%; KOR beta-arrestin-1: -0.7%; KOR beta-arrestin-2: 10.3%; NOD2 inhibition: -4.9%; Myeloid diff MLP: inactive; GPR55 LPI antagonism: -2.8%; GPR55 activation: 0.9%; Myeloid diff MLP GFP+ MAC1+ %: 0.7

What do the screens show for `O=C(Nc1ccc2oc(-c3ccccc3)nc2c1)c1ccco1`?
HIV peptide binding: -0.4%; GPR35 arrestin U2OS: -2.5%; NOD1 inhibition: -91.2%; KOR beta-arrestin-1: 2.0%; KOR beta-arrestin-2: -32.0%; NOD2 inhibition: -61.6%; Myeloid diff MLP: inactive; GPR55 LPI antagonism: 13.8%; GPR55 activation: 0.1%; Myeloid diff MLP GFP+ MAC1+ %: 0.1

What do the screens show for `OCCC1CN(Cc2ccc(F)cc2Cl)CCN1CCc1ccccc1` (stereo unspecified)?
HIV peptide binding: 2.2%; GPR35 arrestin U2OS: 6.7%; NOD1 inhibition: 9.6%; KOR beta-arrestin-1: -0.2%; KOR beta-arrestin-2: -47.6%; NOD2 inhibition: -27.2%; Myeloid diff MLP: inactive; GPR55 LPI antagonism: 8.2%; GPR55 activation: -0.3%; Myeloid diff MLP GFP+ MAC1+ %: 0.5

What do the screens show for `Cc1ccc(S(=O)(=O)N2CCN(C(=O)/C=C/c3ccco3)CC2)cc1`?
HIV peptide binding: 16.9%; GPR35 arrestin U2OS: 8.6%; NOD1 inhibition: 0.9%; KOR beta-arrestin-1: -2.8%; KOR beta-arrestin-2: -8.3%; NOD2 inhibition: 20.7%; Myeloid diff MLP: inactive; GPR55 LPI antagonism: 0.4%; GPR55 activation: -0.3%; Myeloid diff MLP GFP+ MAC1+ %: 0.3

From PubChem
